# High-throughput results deposited in PubChem BioAssay by National Center for Advancing Translational Sciences (NCATS).
# Tau FP inhib – tau fibrillization inhibition (FP); P10636; K18 P301L tau heparin fibrillization, Alexa594 FP, 6 h; Potency, µM (series often up to 57.7 µM), without a hit: top-dose activity, negative = inhibition, usual class: inhibitors; 0.39% of 280,000 active; AID 1468; further: potency means the concentration at half of the fitted maximal effect; on the % scale 0 is the no-effect control and ±100 the full control effect; nearly all actives have a fitted effect of over 55% in size
# Target sequence (P10636 561-689 P618L limits assumed): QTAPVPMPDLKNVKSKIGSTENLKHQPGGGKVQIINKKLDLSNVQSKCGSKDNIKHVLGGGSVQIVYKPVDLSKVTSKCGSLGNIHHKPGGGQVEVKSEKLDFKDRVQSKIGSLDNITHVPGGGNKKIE
#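 Quantitative HTS format: compounds meet 15 uM recombinant K18 P301L tau and Alexa 594-tau tracer in 100 mM sodium acetate pH 7; 20 uM heparin triggers fibrillization at 37 C over 6 hr; FP gives the signal.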
# TR SRC2 fluor cs – alters Texas Red total fluorescence, flagging assay interference; TRb/SRC2 Texas Red total fluorescence interference; Potency, µM (titrated, usually from 106 µM), for inactives: at the highest dose fluorescence change, negative = quenching; 0.29% of 280,000 active; AID 1479; active means well fitted curve in either direction with a large enough effect; inconclusive means small, poorly fitted or top-dose-only effect; further: potency means the concentration at half of the fitted maximal effect; on the % scale 0 is the no-effect control and ±100 the full control effect
#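 Human TRb ligand-binding domain at 0.6 uM with 20 nM Texas Red SRC2 peptide in Tris buffer containing 1 uM T3 and 5% DMSO, incubated with compound 5 h at ambient temperature. Total fluorescence (555/632 nm) calculated as parallel + 2 × perpendicular.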
# aGal spleen mod – inhibits or activates alpha-galactosidase in human spleen homogenate. P06280. human spleen homogenate, 4MU-alpha-Gal fluorescence, 40 min. Potency, µM (top dose mostly 80 µM), inactives show at the top dose activity change, negative = inhibition, hits mostly inhibitors. 0.008% of 240,000 active. AID 2107;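 further: potency means the concentration at half of the fitted maximal effect; 0% = enzyme with vehicle and -100% = no enzyme basal signal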
# Target sequence (P06280 32-429 limits assumed): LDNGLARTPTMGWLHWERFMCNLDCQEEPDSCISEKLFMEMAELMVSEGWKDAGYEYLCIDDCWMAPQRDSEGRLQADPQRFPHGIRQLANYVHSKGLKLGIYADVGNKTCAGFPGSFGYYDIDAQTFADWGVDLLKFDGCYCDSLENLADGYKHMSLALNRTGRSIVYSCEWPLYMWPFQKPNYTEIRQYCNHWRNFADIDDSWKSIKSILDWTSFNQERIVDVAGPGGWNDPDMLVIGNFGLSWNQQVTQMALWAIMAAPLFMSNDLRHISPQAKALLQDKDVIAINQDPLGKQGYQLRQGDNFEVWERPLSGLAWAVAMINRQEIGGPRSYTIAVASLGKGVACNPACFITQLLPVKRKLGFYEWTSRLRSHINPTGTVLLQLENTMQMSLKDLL
#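 Inhibition or activation of alpha-galactosidase in human spleen homogenate is scored by 4-MU fluorescence after 40 min at 37C, pH 5.0, with 1 mM substrate. AC50s come from concentration-response fitted to the Hill equation.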
# NPSR antag – antagonists of human neuropeptide S receptor cAMP signaling | Q6W5P4 | CHO-NPSR cells, cAMP TR-FRET, antagonist mode | Potency, µM (series often up to 38.3 µM), inactives show at the top dose activity change, negative = inhibition, actives largely listed as inhibitors | 1% of 220,000 active | AID 1461; further: potency means the concentration at half of the fitted maximal effect; on the % scale 0 is the no-effect control and ±100 the full control effect; nearly all actives have a fitted effect of over 50% in size; many of its hits are not listed in these tables
# Target sequence (Q6W5P4 whole entry, looked up): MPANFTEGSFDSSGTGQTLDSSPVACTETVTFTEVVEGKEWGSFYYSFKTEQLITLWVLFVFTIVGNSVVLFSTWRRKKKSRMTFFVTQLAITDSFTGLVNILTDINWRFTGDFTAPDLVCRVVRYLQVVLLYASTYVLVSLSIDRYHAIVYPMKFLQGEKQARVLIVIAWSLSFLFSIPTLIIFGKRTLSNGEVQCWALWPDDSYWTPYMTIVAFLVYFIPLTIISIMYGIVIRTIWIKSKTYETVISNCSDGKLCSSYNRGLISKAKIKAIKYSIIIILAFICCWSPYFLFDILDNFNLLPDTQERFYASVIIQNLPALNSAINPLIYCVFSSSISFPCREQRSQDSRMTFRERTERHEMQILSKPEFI
# TRb-SRC2 inh – disrupts binding of human TR beta to SRC2; 0.065% of 280,000 active; P10828; TRbeta-SRC2 peptide binding, fluorescence polarization; receptor liganded with 1 µM T3; Potency, µM (series often up to 106 µM), for the others: at the highest dose activity change, negative = inhibition, actives largely listed as inhibitors;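 further: potency means the concentration at half of the fitted maximal effect; plate controls were bound peptide for no effect and peptide without receptor for full effect; nearly all actives have a fitted effect of over 50% in size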
#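 Human TRb ligand-binding domain (0.6 uM) is mixed with 20 nM Texas Red SRC2 peptide and 1 uM T3; after compound addition and 5 hr at ambient temperature, polarization is measured and normalized to unbound and bound controls.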
# Tau fluor cs – counter-screen for tau fibril formation inhibitors | tau K18 P301L (four-repeat tau fragment) Alexa594 fluorescence, heparin fibrillization | Potency, µM (top dose mostly 57.7 µM), for inactives: at the top dose activity change, negative = decrease | 0.93% of 280,000 active; further: potency means the concentration at half of the fitted maximal effect; on the % scale 0 is the no-effect control and ±100 the full control effect; nearly all actives have a fitted effect of over 55% in size
#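 Human K18 P301L tau (15 uM unlabeled plus 0.24 uM Alexa 594-labeled, final) in 100 mM sodium acetate pH 7 was mixed with compound and 20 uM heparin and incubated 6 hr at 37 C.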
# CBFb-RUNX1 inh – inhibitors of human CBF-beta and RUNX1 interaction; 230,000 tested, under 10 active; Q01196+Q13951; Potency, µM (doses to about 59.8 µM), inactives show top-dose activity, negative = inhibition, hits mostly inhibitors; AlphaScreen CBFb-His/RUNX1-biotin binding, biochemical; further: % of control where 0% means no effect
#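 CBF-beta (His) and RUNX1 (biotin), 30 nM each; 20 min preassociation; + compound, 15 min; + beads 50 ng each (Ni, streptavidin), 90 min; RT; AlphaScreen read.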
# Epigenetic derep – regulators of epigenetic silencing causing reporter derepression in mouse cells. murine LDR cells, GFP reporter derepression, 30 h. Potency, µM (highest dose often 53.9 µM), without a hit: top-dose GFP activation, usual class: activators. 0.2% of 280,000 active. AID 1865; further: potency means the concentration at half of the fitted maximal effect; % of control where 0% means no effect; nearly all actives have a fitted effect of over 60% in size
#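 Reporter derepression read as number of fluorescent GFP-positive objects, 20-120 um in size, counted by laser-scanning cytometer. Mouse LDR line with an epigenetically silenced CMV-GFP locus; compound incubation 30 h, 37 C.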
# Starred values were filed as active, the others as inactive; ? = inconclusive; . = no result given; [ ] = another dose, or the depositor's remark. Unless noted, the call rests on the fitted dose curve; in most records, active means well fitted curve in the direction sought with a large enough effect; inconclusive means small, poorly fitted or top-dose-only effect, or another doubt; inactive means no such curve, though single readings can be large; an effect the other way counts as inactive or inconclusive. This is a subset; count on the stated rates, not on these rows.
SMILES,Tau FP inhib,TR SRC2 fluor cs,aGal spleen mod,NPSR antag,TRb-SRC2 inh,Tau fluor cs,CBFb-RUNX1 inh,Epigenetic derep
Clc1ccc(CNC2CCCC2)c(Cl)c1,-3%,-1%,-16%,-6%[46.1 µM],-11%,-2%,-2%,-3.0%
COc1ccc(NC(=O)Cc2nc3ccccc3[nH]2)cc1,-6%,-5%,-3%,-9%[46.1 µM],-6%,-11%,-15%,0.0%
COc1ccc(CN2CCOCCOCCOCCOCCOCC2)cc1,0%,-1%,9%,-20%,-4%,5%,4%,6.3%
Cc1ccccc1OCc1ccc(-c2nc(C#N)c(N3CCN(c4ccccc4)CC3)o2)o1,-3%,4µM*[quencher],.,.,-14%,-19%,.,1.6%
OC1(C#CCN2CCOCC2)CCCCC1,5%,-1%,-5%,10%,-9%,-7%,3%,-2.4%
NC(=S)Nc1c(Cl)cccc1Cl,2%,-1%,4%,7%[7.67 µM],3%,-11%,10%,2.7%
COCC(=O)C(C(=O)OC)[C@H](CCc1ccccc1)NC(=O)OC (stereo not given in full),3%,-2%,5%,.,4%,2%,4%,-0.3%
N#CCn1cnc2sc(-c3ccccc3)cc2c1=O,13%,2%,1%,-5%,2%,-11%,-26%,0.9%
CCN(CC)CCCN(Cc1cc2cc(OC)ccc2[nH]c1=O)C(=O)Nc1ccccc1,?,2%,4%,10%,4%,-1%,21%,-1.1%
CCOC(=O)c1ccc(NS(=O)(=O)c2ccc3c(c2)n(C)c(=O)n3C)cc1,-15%,4%,.,.,11%,-20%,.,0.0%
Cc1ccccc1N1CC(=O)N(c2ccccc2C)CC1=O,0%,-1%,-12%,-6%[46.1 µM],4%,-7%,0%,-3.3%
O=C(O)c1cnn(-c2nc(-c3cccc(F)c3)cs2)c1C(F)(F)F,5%,-1%,-4%,-32%,10%,-5%,-6%,-5.4%
CCCCC(=O)Nc1ccccc1C(=O)N1CCOCC1,7%,-1%,2%,14%,-11%,3%,-5%,-1.0%
COc1cc([N+](=O)[O-])cc(/C=N/NC(=O)CC#N)c1O,?,-8%,-4%,-6%,5%,-15%,.,1.1%
O=C(CN1C(=O)C2C3C=CC(C3)C2C1=O)Nc1ccc(F)cc1 (stereo not given),6%,-1%,-18%,19%,5%,0%,-6%,0.0%
CCSc1nnc(NC(=O)c2cccc3ccccc23)s1,-10%,-2%,2%,-4%[46.1 µM],-11%,3%,9%,-0.8%
O=C(NCC1CCCO1)C(C(=O)c1ccccc1)n1cc(Cl)ccc1=O (stereo not given),8%,-3%,5%,11%[46.1 µM],-16%,12%,-1%,-0.3%
CC(C)OCCCNS(=O)(=O)c1ccc2ccccc2c1,-8%,0%,2%,-11%[46.1 µM],-3%,-14%,2%,2.7%
O=C(CN1CCN(Cc2ccccc2)C1=O)NCCCN1CCOCC1,-1%,-1%,-1%,-7%[46.1 µM],4%,-6%,-1%,-2.3%
COc1ccc(CNC(=O)/C(C)=C\C(=O)O)cc1,2%,-5%,11%,26%,0%,-2%,-6%,0.0%

# Two records picked at random from those above:
SMILES,Tau FP inhib,TR SRC2 fluor cs,aGal spleen mod,NPSR antag,TRb-SRC2 inh,Tau fluor cs,CBFb-RUNX1 inh,Epigenetic derep
NC(=S)Nc1c(Cl)cccc1Cl,2%,-1%,4%,7%[7.67 µM],3%,-11%,10%,2.7%
Cc1ccccc1N1CC(=O)N(c2ccccc2C)CC1=O,0%,-1%,-12%,-6%[46.1 µM],4%,-7%,0%,-3.3%

# 2 consecutive compounds from above:
SMILES,Tau FP inhib,TR SRC2 fluor cs,aGal spleen mod,NPSR antag,TRb-SRC2 inh,Tau fluor cs,CBFb-RUNX1 inh,Epigenetic derep
Clc1ccc(CNC2CCCC2)c(Cl)c1,-3%,-1%,-16%,-6%[46.1 µM],-11%,-2%,-2%,-3.0%
COc1ccc(NC(=O)Cc2nc3ccccc3[nH]2)cc1,-6%,-5%,-3%,-9%[46.1 µM],-6%,-11%,-15%,0.0%

# Next entries.
SMILES,Tau FP inhib,TR SRC2 fluor cs,aGal spleen mod,NPSR antag,TRb-SRC2 inh,Tau fluor cs,CBFb-RUNX1 inh,Epigenetic derep
Cc1cccc(-n2c(CCc3ccccc3)nnc2SCC(=O)c2ccccc2)c1,-8%,0%,4%,?,-1%,-15%,-7%,0.0%
Cn1c(=O)[nH]c(=O)c2c1nc(NCCc1ccccc1)n2Cc1ccc(F)cc1,11%,-1%,.,.,6%,-22%,.,-0.3%
CCC(C)NC(=O)c1sc2nc(C)c(C(=O)Nc3ccc(C)cc3C)c(-c3ccccc3Cl)c2c1N (stereo not given),-1%,-1%,.,.,-4%,-13%,.,0.1%
N#CCCN1CCN(S(=O)(=O)c2ccc(S(=O)(=O)NCC3CCCO3)cc2)CC1 (stereo not given),4%,0%,4%,13%[46.1 µM],-6%,6%,8%,-0.8%
O=C(CCCn1c(SCc2ccccc2F)nc2ccccc2c1=O)NCC1CCCO1 (stereo not given),7%,0%,-1%,-40%,-3%,0%,-1%,-2.3%
COc1ccc(CCN2C(=NC(=O)CCC(=O)O)SC3CS(=O)(=O)CC32)cc1OC (stereo not given),0%,-3%,2%,?,-17%,-10%,-1%,0.2%
COc1ccccc1C(=O)Nc1sc(Nc2ccccc2)nc1C(N)=O,?,-5%,.,.,5%,7.1µM*[quencher],.,7.5%
Cc1cc(Nc2ncc(Cl)cc2Cl)n[nH]1,5%,-3%,-7%,8%[46.1 µM],-13%,-8%,-6%,-1.0%
Cc1nn(C(C)C(=O)NCc2ccccc2)c(C)c1[N+](=O)[O-] (stereo not given),-4%,-5%,1%,-4%[46.1 µM],4%,2%,-1%,-0.2%
Cc1cc(C)nc(NS(=O)(=O)c2ccc(N=Cc3c(C)[nH]n(-c4ccccc4)c3=O)cc2)n1,-11%,-2%,2%,-6%,-13%,-10%,-10%,-1.0%
Cc1ccc(S(=O)(=O)CCc2nnc(NC(=O)C3CCCO3)s2)cc1 (stereo not given),3%,2%,0%,-8%[46.1 µM],4%,-2%,-1%,-2.6%
Clc1ccc(Nc2ncnc3ccc(Br)cc23)cc1,-4%,0%,?,-10%[46.1 µM],5%,-24%,6%,-2.1%
CCOC(=O)C1=C(N)Oc2c(oc(CO)cc2=O)C1c1c(F)cccc1Cl (stereo not given),-8%,-2%,-6%,-8%[46.1 µM],-1%,-11%,5%,2.0%
COc1ccc(/C=c2\sc3nc(-c4ccccc4OC)nn3c2=O)c(OC)c1,-1%,-4%,-26%,-21%[46.1 µM],3%,-6%,12%,0.0%
O=C1CC(C(=O)Nc2ccc(Cl)cc2)n2ncnc2N1 (stereo not given),2%,-4%,-4%,10%,-1%,-5%,-1%,-0.2%
O=C1NN=C(c2ccc(Cl)cc2)CC1c1c[nH]c2ccccc12 (stereo not given),2%,-3%,-3%,-43%,-4%,2%,5%,9.5%
Oc1ccc(C=NCC2COc3ccccc3O2)cc1 (stereo not given),1%,1%,6%,13%[46.1 µM],-7%,1%,-3%,6.9%
Cc1ccc(C)c(NC(=O)CN2C(=O)C3(SCC(=O)N3c3ccc(C)c(C)c3)c3ccccc32)c1 (stereo not given),-6%,2%,.,.,5%,-13%,.,-1.3%
COc1ccc(OC)c(NC(=O)CS(=O)(=O)c2ccccc2)c1,-3%,-1%,-2%,-8%[46.1 µM],4%,-5%,1%,-1.1%
O=C1CCC/C(=N\NC(=O)c2ccc(NS(=O)(=O)c3ccc(Br)cc3)cc2)C1,5%,-2%,8%,16%,-11%,?,-1%,-2.9%

# Only Tau fluor cs, NPSR antag and Epigenetic derep, for some of the entries so far:
mol | Tau fluor cs | NPSR antag | Epigenetic derep
Clc1ccc(Nc2ncnc3ccc(Br)cc23)cc1 | -24% | -10%[46.1 µM] | -2.1%
O=C(CCCn1c(SCc2ccccc2F)nc2ccccc2c1=O)NCC1CCCO1 (stereo not given) | 0% | -40% | -2.3%

# (cont.)
molecule | Tau FP inhib | TR SRC2 fluor cs | aGal spleen mod | NPSR antag | TRb-SRC2 inh | Tau fluor cs | CBFb-RUNX1 inh | Epigenetic derep
COc1ccc(CNc2oc(COc3ccc(Cl)cc3)nc2C#N)cc1 | 2% | -1% | -7% | -18%[46.1 µM] | -2% | ? | -18% | -1.1%
O=c1[nH][nH]c(C(F)(F)F)c1C=NCc1cccs1 | ? | -2% | 8% | -6% | 1% | -10% | 5% | -0.1%
CN(C)c1ccc(NS(=O)(=O)c2cc(Cl)ccc2Cl)cc1 | 8% | -5% | -17% | 0%[46.1 µM] | -2% | ? | -27% | 0.0%
Cc1cccc2c1OCC/C2=N\NC(=O)COc1ccccc1Cl | -4% | -1% | 2% | -3%[46.1 µM] | 3% | -9% | -1% | 1.3%
Cc1oc(-c2ccccc2)nc1CNS(=O)(=O)c1ccc(Cl)cc1 | 2% | 0% | . | . | -4% | -5% | . | 3.2%
COc1ccc(OC)c(Nc2nc3nonc3nc2N2CCCC(C)C2)c1 (stereo not given) | 1% | -3% | 4% | -6% | 5% | -9% | 5% | ?
CCN(CC)C(=O)CSc1nc2ccccc2c(=O)[nH]1 | -9% | -1% | 10% | -14%[46.1 µM] | 2% | -1% | 20% | -1.1%
O=c1c(-c2ccco2)[n+]([O-])c2ccccc2n1OCc1ccccc1 | -6% | 3% | -1% | 25%[46.1 µM] | -17% | -11% | 1% | 0.0%
COC(=O)C(C)NS(=O)(=O)c1ccc(NC(C)=O)cc1 (stereo not given) | 1% | -1% | 8% | -1%[46.1 µM] | -1% | -4% | 4% | -0.1%
Cc1sc2ncnc(NCCCn3ccnc3)c2c1C | -1% | -3% | -5% | 4%[46.1 µM] | -20% | 6% | -2% | -5.4%
